# Assay outcomes: PubChem, Sanford-Burnham Center for Chemical Genomics
# MIN6 prolif: MIN6 beta-cell proliferation induction; MIN6 cells proliferation, ATPlite luminescence, 48 h; cells starved in 0.2% serum; 100% = growth in 10% serum; proliferation, % at 10 µM; 330,000 compounds, 0.29% hits; AID 2380;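 active = compounds whose signal lies at least 3.5 SD above the mean of all wells on their plate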;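 note: 0% = DMSO-treated cells in low-serum medium and 100% = 10% serum control; some compounds called inactive have numbers as strong as hits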
# tim23-1 inh: tim23-1 yeast growth inhibition; inhibition, % at 20 µM; 330,000 compounds, 1.3% hits; S. cerevisiae tim23-1 growth, BacTiter-Glo luminescence, 24 h;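 active = growth inhibition of the mutant yeast at or above 50%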;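 note: temperature-sensitive mutant grown at 25 °C; plate controls were DMSO-treated mutant yeast for no effect and medium wells lacking yeast for full effect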
# TIM10 inh: growth inhibitors of TIM10 yeast strain; 330,000 compounds, 1.4% hits; inhibition, % at 10 µM; AID 463195; S. cerevisiae TIM10 strain growth, BacTiter-Glo luminescence, 24 h;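 active = inhibition of 40% or more at the single tested concentration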;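 note: wild-type TIM10 isogenic control strain grown at permissive 25 °C; 0% = DMSO yeast wells and 100% = minimal medium wells without yeast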
# tim10-1 inh: inhibits growth of tim10-1 mutant yeast | S. cerevisiae tim10-1 ts strain growth, BacTiter-Glo, 24 h | inhibition, % at 20 µM | 330,000 compounds, 2.2% hits | AID 463190;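 active = inhibition of at least 40%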;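 note: mutant grown at 25 °C; 0% = DMSO wells with yeast and 100% = wells holding no yeast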
# NALP3 yeast inh: blocks the NALP3 inflammasome reconstituted in yeast; AID 2825; 330,000 compounds, 0.39% hits; Yeast reconstituted NLRP3/ASC/caspase-1, beta-gal luminescence, 24 h; inhibition, % at 10 µM;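 active = inhibition of 50% or more; inactive = inhibition below 50%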;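 note: plate controls were induced DMSO wells for no effect and uninduced yeast grown without galactose for full effect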
# GRIN3A LBD mod: modulators (binders) of human NR3A ligand-binding domain | Tm shift relative to glycine control, % at 25 µM | 340,000 compounds, 2.5% hits | NR3A LBD differential scanning fluorimetry, Tm shift; 0% = protein alone, 100% = glycine-bound protein;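 active = melting temperature shift of at least 10% of the positive control shift, at one fixed dose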
# APJ agonist: agonists of human APJ apelin receptor | P35414 | CHO-K1 APJ PathHunter beta-arrestin, luminescence; 0% DMSO wells, 100% apelin | activation, % at 20 µM | 330,000 compounds, 0.11% hits | AID 2520;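 active = activation more than six SD over the plate average, tested at 20 µM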;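 note: 0% = DMSO alone and 100% = apelin-13 at 10 nM; some results filed as inactive read as strong as hits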
# Target sequence (P35414 whole entry, looked up): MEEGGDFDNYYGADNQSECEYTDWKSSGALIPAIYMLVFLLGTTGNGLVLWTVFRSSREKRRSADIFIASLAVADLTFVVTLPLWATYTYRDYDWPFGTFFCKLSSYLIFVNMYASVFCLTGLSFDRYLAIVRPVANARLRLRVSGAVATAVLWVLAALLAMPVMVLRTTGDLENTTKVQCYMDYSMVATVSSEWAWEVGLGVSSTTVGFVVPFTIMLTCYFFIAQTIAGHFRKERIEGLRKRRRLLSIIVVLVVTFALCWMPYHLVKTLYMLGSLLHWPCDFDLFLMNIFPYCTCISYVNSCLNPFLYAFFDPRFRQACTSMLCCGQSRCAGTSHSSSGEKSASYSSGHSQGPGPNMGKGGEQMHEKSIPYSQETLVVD
#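 Assay system – PathHunter CHO-K1 APJ (AGTRL-1) beta-arrestin reporter cells · Compound – one dose, 20 µM compound, 1% DMSO · Timing – compound 90 min 25 °C, reagent 1 h · Measured by – luminescence from split beta-galactosidase complementation, Galacton Star/Emerald II substrate · Measure – beta-arrestin recruitment to APJ as agonist activity, luminescent signal · Benchmarks – DMSO vs Apelin-13 10 nM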
# APJ antag: antagonists of human APJ apelin receptor | CHO-K1 APJ beta-arrestin complementation, luminescence | inhibition, % at 20 µM | P35414 | 330,000 compounds, 0.32% hits;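 active = inhibition above about 40% at 20 µM, limit read from the data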;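 note: cells challenged with 10 nM apelin-13 agonist together with compound; plate controls were apelin-13 plus DMSO wells for no effect and DMSO wells lacking apelin-13 for full effect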
# MPTP block: permeability transition pore inhibition; inhibition, % at 10 µM; AID 602449; isolated mouse mitochondria, Ca2+ swelling absorbance, 30 min; 360,000 compounds, 1.4% hits;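 active = inhibition of 50% or more, scaled per plate between neutral and stimulator controls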;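 note: 0% = DMSO wells given calcium and 100% = 1 mM EGTA wells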
# * hit, by the source's call; / = no result given.
1	Cc1nn(CC(=O)Nc2ccc3c(c2)nc(CCN2CCCCC2)n3C)c(=O)c2ccccc12
2	Cn1cc(Cl)c(C(=O)Nc2nc3ccc(Cl)cc3s2)n1
3	CCOc1ccc2c(c1)/C(=N/N1C(=O)c3ccccc3C1=O)C(=O)N2
4	Cc1ccc(C(C)C)c(OCCSc2nc3ccccc3n2CC(=O)O)c1
5	CC(CCc1ccccc1)NCc1ccncc1 (centres undefined)
6	Cc1ccccc1NS(=O)(=O)c1ccc2oc(=O)ccc2c1
7	COc1ccc2c(=O)c(N3C(=O)c4ccccc4C3=O)c(C)oc2c1
8	COc1ccc(NC(=O)c2nc(-n3nc(C)cc3C)ccc2Cl)cc1Cl

compound no.	1	2	3	4	5	6	7	8
MIN6 prolif	-4	-4	1	-3	0	-2	-2	-2
tim23-1 inh	1	1	16	17	6	28	4	-6
TIM10 inh	-10	-4	23	14	-9	17	-5	8
tim10-1 inh	13	-1	17	6	10	27	-2	10
NALP3 yeast inh	-10	11	12	-2	13	17	36	23
GRIN3A LBD mod	2	-3	6	7	0	-6	5	-31
APJ agonist	-2	-2	-2	-2	-2	-2	-2	-1
APJ antag	-8	-8	10	5	-3	8	28	-18
MPTP block	-0.4	-1.1	0.1	-0.5	-1.3	-0.3	0.1	1.5

9	Cc1ccccc1NC(=O)CN1CCN(C(=O)c2ccco2)CC1
10	Cc1ccc(C)c(CSC2=NN3CCCC(=O)N=C3S2)c1
11	Cc1cccc(C(=O)NC(C)C2CC3CCC2C3)c1 (centres undefined)
12	O=C1N(c2ccccc2C(F)(F)F)O[C@]1(c1ccccc1)C1CCCCC1
13	Cc1ccc(NC(=S)N(CCCN2CCC(C)CC2)Cc2ccco2)cc1C
14	O=C(COC(=O)c1cn(-c2ccccc2)nc1-c1ccccc1)c1cccc([N+](=O)[O-])c1
15	O=C(COC(=O)c1ccc2c(c1)OCO2)Nc1ccccc1
16	O=C(COC(=O)c1n[nH]c(=O)c2ccccc12)c1ccc(Cl)cc1

compound no.	9	10	11	12	13	14	15	16
MIN6 prolif	-1	-2	-3	-7	1	-3	2	2
tim23-1 inh	-1	16	14	10	5	-1	6	20
TIM10 inh	1	-1	11	0	-15	-9	5	13
tim10-1 inh	15	8	1	-48	15	33	-2	12
NALP3 yeast inh	23	31	23	6	26	12	19	11
GRIN3A LBD mod	-19	0	-2	2	-1	-11	2	0
APJ agonist	19	0	3	-4	-4	-2	-3	-4
APJ antag	8	-1	6	5	-11	16	4	29
MPTP block	-2.1	-0.6	3.0	-0.4	1.0	3.5	0.1	-2.5

17	CC(OC(=O)COc1ccc(C#N)cc1)C(=O)Nc1ccc(Cl)cn1 (centres undefined)
18	Cn1nnnc1SCC(=O)N(C1CCCCC1)C1CCCCC1
19	O=C(NCCS(=O)(=O)NCc1ccccn1)c1ccccc1
20	CCOc1ccccc1NC(=O)CSc1nc2ccccc2nc1N1CCOCC1
21	CCC(=O)Nc1ccc(NC(=O)CSc2nnc(-c3ccco3)n2C)cc1
22	CC1=NN(C(N)=S)C(=O)C1N=Nc1cccc(C)c1 (centres undefined)
23	Cn1c(=O)c2c(nc(Oc3cccc(O)c3)n2C)n(C)c1=O
24	Cn1c(=O)c(C(=O)CCl)c(N)n(CC2CC2)c1=O

compound no.	17	18	19	20	21	22	23	24
MIN6 prolif	-3	0	-2	-7	-1	-2	1	1
tim23-1 inh	3	24	-6	18	-3	-26	2	32
TIM10 inh	-3	22	-6	7	4	-24	-2	27
tim10-1 inh	5	29	-22	16	6	9	-11	13
NALP3 yeast inh	15	-5	14	17	9	19	12	10
GRIN3A LBD mod	/	-3	1	2	0	0	1	3
APJ agonist	-5	-2	6	-5	0	-4	-2	6
APJ antag	9	-1	-20	18	13	25	14	-67
MPTP block	-2.6	0.3	-0.5	-1.5	-0.8	3.0	1.2	-1.0

25	CCSc1nc(O)c(C2OC(=O)c3c2ccc(OC)c3OC)c(=O)n1-c1ccccc1 (centres undefined)
26	O=C(CSc1ccc(-c2ccncc2)nn1)N1CCCCC1
27	O=C(COC(=O)c1cc([N+](=O)[O-])ccc1N1CCOCC1)NC1CCS(=O)(=O)C1 (centres undefined)
28	CC(C)(C)c1ccc(C(=O)N2CCC(C(=O)NCC3CCCO3)CC2)cc1 (centres undefined)
29	Cc1cc(NC(=O)C(C)SCC(=O)N(C)Cc2c(F)cccc2Cl)no1 (centres undefined)
30	Nc1nc(-c2ccccc2)cc(N2CCCCC2)n1
31	O=C(Nc1ccc(C2=NCCN2)cc1)c1ccc(C(=O)Nc2ccc(C3=NCCN3)cc2)c([N+](=O)[O-])c1
32	Cc1ccc(C(=O)c2cccc(N)c2)cc1C

compound no.	25	26	27	28	29	30	31	32
MIN6 prolif	0	-2	2	-3	-2	0	2	-2
tim23-1 inh	1	17	7	11	10	6	-354	3
TIM10 inh	-2	1	1	8	-15	-5	-90	3
tim10-1 inh	9	13	2	14	9	12	-10	21
NALP3 yeast inh	6	4	16	6	12	-1	19	26
GRIN3A LBD mod	0	-1	1	-1	-2	-1	-7	1
APJ agonist	-5	-2	7	-1	-4	-3	5	-3
APJ antag	-7	-11	-3	15	4	13	-17	12
MPTP block	-0.1	-0.2	0.4	2.7	-0.7	1.2	-0.5	2.4

33	CCCn1c(SCC(=O)NC2CCCCC2)nnc1C1CC1
34	Cc1ccc(-n2c3c(cc(C(=O)O)c2=O)C(=O)CC(C)(C)C3)cc1
35	O=C(CNC(=S)NC(=O)c1cccc([N+](=O)[O-])c1)c1ccccc1
36	CCN(CC(=O)Nc1c(F)cccc1F)C(=O)c1ccc(C(F)(F)F)cc1
37	C=CCn1c(C(C)NC(=O)CCC)nc2ccccc21 (centres undefined)
38	COc1cccc(CN(c2ccc3c(c2)CCC3)S(=O)(=O)c2ccc(-n3cnnn3)c(OC)c2)c1
39	Cc1ccc2nc(N3CCN(C(=O)c4ccco4)CC3)c3nncn3c2c1
40	COc1ccc(N2CCN(c3oc(Cc4cccc5ccccc45)nc3C#N)CC2)cc1

compound no.	33	34	35	36	37	38	39	40
MIN6 prolif	1	0	1	-3	-1	0	0	-1
tim23-1 inh	-5	3	-1	1	1	17	27	25
TIM10 inh	0	11	14	-15	7	18	0	1
tim10-1 inh	-16	8	25	11	-12	20	31	25
NALP3 yeast inh	0	7	20	21	6	13	-1	6
GRIN3A LBD mod	1	-1	0	1	0	2	-5	0
APJ agonist	-4	-3	-4	-4	-2	0	1	-5
APJ antag	-37	7	12	-12	13	-52	15	18
MPTP block	-0.2	-2.0	1.6	0.4	-1.9	-0.6	-0.8	-1.1

41	CCOc1ccc(Nc2nc(Cc3nnc(SCC(=O)O)o3)cs2)cc1
42	Cc1ccc(N(CC(=O)N2CCN(Cc3ccccc3)CC2)S(C)(=O)=O)cc1C
43	Cc1cc(C)nc(Sc2ccc([N+](=O)[O-])cc2[N+](=O)[O-])n1
44	COc1ccc(Cc2nnc(SCC(=O)Nc3ccc(C)cc3C)[nH]c2=O)cc1
45	CC(C)[C@H](NC(=O)c1cccc(CN(Cc2ccccc2)C(=O)c2ccccc2)c1)C(=O)O
46	COc1cccc(-n2nc(C(=O)N3CCN(Cc4ccccc4)CC3)c3ccccc3c2=O)c1
47	CS(=O)(=O)c1ccc(CNC(=O)[C@]2(C(F)(F)F)C[C@H](CCc3ccccc3)CCCO2)cc1
48	COc1ccc(N2CCN(C(=O)NCc3cccc(OC)c3)CC2)cc1
49	CCOc1ccc(S(=O)(=O)N2CCN(C(=O)c3cc([N+](=O)[O-])ccc3N3CCOCC3)CC2)cc1
50	COc1ccccc1-n1c(SCC(=O)Nc2ccccc2C)nc(O)cc1=O
51	CC(C)(C)OC(=O)C[C@H]1C/C=C\C[C@H](CC(=O)N[C@H](CO)Cc2ccccc2)C(=O)N[C@H](C(C)(C)C)COC1=O

compound no.	41	42	43	44	45	46	47	48	49	50	51
MIN6 prolif	-4	-4	-3	0	-1	-3	0	-3	-7	1	-3
tim23-1 inh	12	-4	43	15	-1	13	28	14	3	25	-5
TIM10 inh	4	3	9	1	13	23	8	1	-5	16	-3
tim10-1 inh	-7	1	47*	12	-8	23	20	9	1	6	9
NALP3 yeast inh	6	23	-1	-2	-4	2	-11	25	0	6	11
GRIN3A LBD mod	1	2	-6	1	3	3	-8	0	0	2	1
APJ agonist	0	-2	2	-8	0	0	5	-3	-4	3	-1
APJ antag	-1	1	-20	11	10	6	-8	-9	13	27	14
MPTP block	0.4	-2.2	0.2	-0.6	1.0	0.1	-0.7	-0.2	-2.5	-1.2	-0.2
